# DENV2 CPE = DENV2-induced cell death inhibition. DENV2-infected cells, cytopathic effect rescue, plate reader. CPE inhibition, % at 9.99 µM. 1.7% of 350,000 active; in the data active = CPE inhibition above about 20%, passing the limit was not always enough; inconclusive = no clear call, values can overlap the other calls; tested in BHK-21 cells;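 also: 0% = median of neutral control wells and 100% = median of positive control wells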
# EWS-Fli inh = inhibitors of EWS/Fli oncoprotein transcriptional activity; A673 NR0B1-luciferase reporter, viability-normalised; inhibition, % at 12.6 µM; 0.67% of 350,000 active;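 active = mean inhibition of at least 50% after viability correction, with every replicate also passing that limit; inconclusive = mean reaches 50% but only one of two replicates passes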;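 also: firefly luciferase signal divided by Alamar Blue viability fluorescence both relative to DMSO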
# GSIS activator = primary screen for activators of insulin secretion dependent on glucose, INS-1E cells, GLuc reporter luminescence | INS-1E GLuc reporter insulin secretion, 2-3 h | activation, % at 16.6 µM | 0.61% of 370,000 active | AID 743287;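 active = lowest replicate activation of at least 40%, so every replicate reaches that level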;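 also: 0% = median of neutral control wells and 100% = median of IBMX positive control wells; some compounds called inactive have numbers as strong as hits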
# PAX8 inh HTS = inhibitors of PAX8 transcriptional activity in RMG-I cells | inhibition, % at 12.6 µM | AID 652154 | 1.2% of 360,000 active | RMG-I TPO-luciferase reporter, SteadyGlo, 24 h;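 active = mean replicate inhibition at least 60% with every replicate also reaching 60%; inconclusive = only one of the two criteria is met; inactive = mean below 60% and not all replicates reaching 60%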;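 also: luciferase light reporting Pax8 driven TPO promoter activity; plate controls were median of neutral control wells for no effect and mitoxantrone controls for full effect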
# CFTR F508del cor = correctors of CFTR F508del function in bronchial epithelial cells; CFBE cells, YFP halide quenching; stimulated with forskolin plus potentiator P3; % fluorescence drop versus neutral controls; activity (quench increase), % at 7.58 µM; 0.36% of 350,000 active; AID 720511;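 active = mean added fluorescence quench of at least 8% versus neutral control, with both replicates also reaching 8%; inconclusive = only one of the mean or replicate conditions met; inactive = mean below 8% and not both replicates reaching 8%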;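 also: cells transiently co-express mutant CFTR-F508del with the halide-sensitive YFP; corrector assay measuring rescue of mutant channel to the surface after 24 h compound exposure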
# FN deposit inh = fibronectin deposition inhibition | AH1F fibroblasts, Alexa488-fibronectin deposition fluorescence, overnight | inhibition, % at 12.6 µM | 0.086% of 350,000 active | AID 743247;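 active = mean inhibition across replicates of 30% or more, regardless of how many single replicates reach that level; inconclusive = mean under 30% yet at least half of replicates reach 30%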;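 also: positive control wells lacked labelled fibronectin entirely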
#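 Material: AH1F fibroblast monolayer depositing Alexa488-labelled fibronectin into matrix / Amount: 10000 AH1F cells per well / Signal: fluorescence 485/525 nm / Medium: DMEM, 2% serum / Compound: single dose, pinned / Incubation: 1 h cell adhesion before compound, then overnight fibronectin incubation / Reagent: Alexa488-FN, 24 nM final / Read-out: inhibition of fibronectin deposition signal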
# miR122 inh = blocks miR-122 activity in Huh7 sensor cells | Huh7 miR-122 Renilla luciferase sensor, 48 h; neutral wells = 0, positive control = 100 | activation (reporter increase), % at 12.5 µM | 0.3% of 340,000 active | AID 602342;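 active = mean replicate activation score at least 90 and every replicate individually at or above 90; inconclusive = only one of the two criteria met; inactive = neither criterion met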;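 also: higher luciferase means less miR-122 activity so hits act as miR-122 inhibitors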
# * = called active by the depositor; ? = inconclusive; · = no result given; [ ] = remark or other dose. Compounds as they come. About 3.9% of those tested had a hit in this group.
# Below each SMILES – PAX8 inh HTS	EWS-Fli inh	FN deposit inh	CFTR F508del cor	GSIS activator	DENV2 CPE	miR122 inh
> COc1ccc(NC(=O)Nc2ccc3c(c2)C(=O)N([C@H](C)CO)C[C@@H](C)[C@H](CN(C)C)O3)cc1
    2	-13	·	1.0	0	-6	9[16.7 µM]
> CC(Oc1ccccc1F)C(=O)NNC(=O)CCNC(=O)c1ccco1 (stereo not drawn)
    1	-7	-4	2.0	10	-9	·
> Cc1nn(C2CCS(=O)(=O)C2)c2nc(C3CC3)cc(C(=O)Nc3cccc(C#N)c3)c12 (stereo not drawn)
    75*	11	-7	8.7*	15	5	2
> C[C@H](CO)N1C[C@H](C)[C@@H](CN(C)C(=O)Nc2ccccc2)Oc2ccc(NC(=O)Cc3cn(C)c4ccccc34)cc2CC1=O
    7	0	·	0.3	-10	12	5[16.7 µM]
> Cc1cccc(C)c1NC(=O)C1(N(Cc2ccco2)C(=O)Cn2nnnc2N)CCCCC1
    -10	0	2	-3.5	-4	3	·
> COCC(=O)N1CC[C@H]2[C@@H]1c1cc(-c3cccc(OC)c3)ccc1N(C)[C@H]2CO
    -6	-7	7	1.1	1	-2	10[16.7 µM]
> CCSc1nc2sc3c(c2c(=O)[nH]1)CC(C)(C)OC3
    -28	-35	1	-0.1	-2	-1	0
> Cc1ncoc1C(=O)N1CCCC(CCC(=O)NCc2ccccc2F)C1 (stereo not drawn)
    2	-1	-8	3.1	5	7	-3
> S=c1[nH]cnc2sc(Nc3ccccc3)nc12
    -21	-6	-1	3.9	-25	-6	1
> O=C(C[C@@H]1CC[C@H](NC(=O)Nc2ccccc2F)[C@@H](CO)O1)NCc1ccccc1
    2	-4	·	2.6	3	-3	·
> C[C@H]1CN([C@@H](C)CO)C(=O)c2cccc(NC(=O)C3CCOCC3)c2O[C@H]1CN(C)Cc1ccc(C(=O)O)cc1
    -1	-1	·	-1.5	-3	-14	-13[16.7 µM]
> O=S(=O)(c1ccc(-c2ccccc2)cc1)N1CCCCC1
    8	1	-2	1.1	-12	2	6
> CCC(=O)N(C)C[C@H]1Oc2ncc(-c3ccc(F)cc3)cc2C(=O)N([C@@H](C)CO)C[C@@H]1C
    ·	-16	-4	-0.2	-4	-6	-2[16.7 µM]
> COc1ccc(CNC(=O)C[C@H]2C[C@H](C(=O)N3CCCCC3)[C@@]3(C)c4[nH]c5cc(-c6ccco6)ccc5c4CCN3C2=O)cc1OC
    3	-1	-4	1.1	3	5	2
> C[C@H]1CN([C@@H](C)CO)C(=O)c2cccc(NC(=O)c3cnccn3)c2O[C@H]1CN(C)S(=O)(=O)c1ccc(F)cc1
    ·	1	·	-1.7	2	7	-5[16.7 µM]
> CC(C)(C)NC(=O)C(c1ccccc1F)n1c(=O)c(-c2ccccc2)nc2ccccc21 (stereo not drawn)
    -4	1	4	-3.7	1	·	·
> CCOc1cc(N2CCOCC2)c(OCC)cc1NC(=O)C(C)Oc1ccccc1 (stereo not drawn)
    18	-3	·	3.6	-17	?	-3
> Cc1ccnc(SCC(=O)Nc2cccc(S(=O)(=O)N3CCOCC3)c2)n1
    10	-7	-5	1.4	·	6	-2
> Cc1cc(C(=O)N/N=C/c2cccc(OC(=O)c3ccco3)c2)n[nH]1
    -28	·	-7	·	·	·	5
> COc1ccc(S(=O)(=O)Nc2cccc3c2O[C@@H](CN(C)S(=O)(=O)c2ccc(C)cc2)[C@H](C)CN([C@H](C)CO)C3=O)cc1
    -34	-7	·	-1.0	33	-5	-5[16.7 µM]
> CC1C(=O)Nc2ccccc2N1C(=O)c1ccccc1 (stereo not drawn)
    9	-1	3	-1.8	29	·	·
> CCCCSCCCNC(=S)Nc1ccccc1C
    5	15	-2	-0.1	-6	3	0
> Cn1cc(/C=C2\SC(=S)N(NC(=O)c3ccccc3Cl)C2=O)c2ccccc21
    18	-21	-4	·	6	?	·
> Cc1ccc(CNC(=O)CC(C)S(=O)(=O)c2ccc3c(c2)NC(=O)CS3)o1 (stereo not drawn)
    -9	6	-2	-0.7	-2	-5	-6
> Cc1cc(NC(=O)c2ccc3nccnc3c2)ccc1Br
    -226	-63	-1	2.3	4	9	-3
> COc1ccc(NC(=O)/C(C#N)=C\C=C\c2ccco2)cc1
    16	·	-5	·	-17	·	·
> Cc1ccc2nc(-c3ccccn3)c(Nc3ccccc3C)n2c1
    23	9	2	5.1	-7	-5	22
> COc1ccc(-c2ccc3c(c2)C2CC3CCN2CCC#N)cc1 (stereo not drawn)
    2	-7	0	-2.3	-7	2	-5
> COc1ccc(S(=O)(=O)Nc2ccc3c(c2)CC(=O)N([C@@H](C)CO)C[C@H](C)[C@H](CN(C)C(=O)NC2CCCCC2)O3)cc1
    -20	-7	·	-3.9	4	?	4[16.7 µM]
> CN(C)CC(=O)N1CC2(C1)[C@@H](c1ccccc1)[C@H](CO)N2C(=O)C1CC1
    ·	7	-14	-0.3	-9	0	·

# Profiles, quoted from the list:
# CC1C(=O)Nc2ccccc2N1C(=O)c1ccccc1 (stereo not drawn) in the list: PAX8 inh HTS = 9; EWS-Fli inh = -1; FN deposit inh = 3; CFTR F508del cor = -1.8; GSIS activator = 29; DENV2 CPE = ·; miR122 inh = ·
# C[C@H](CO)N1C[C@H](C)[C@@H](CN(C)C(=O)Nc2ccccc2)Oc2ccc(NC(=O)Cc3cn(C)c4ccccc34)cc2CC1=O in the list: PAX8 inh HTS = 7; EWS-Fli inh = 0; FN deposit inh = ·; CFTR F508del cor = 0.3; GSIS activator = -10; DENV2 CPE = 12; miR122 inh = 5[16.7 µM]
# Cc1cc(C(=O)N/N=C/c2cccc(OC(=O)c3ccco3)c2)n[nH]1 in the list: PAX8 inh HTS = -28; EWS-Fli inh = ·; FN deposit inh = -7; CFTR F508del cor = ·; GSIS activator = ·; DENV2 CPE = ·; miR122 inh = 5

# The main list resumes with the 2 entries that preceded the break.
# Below each SMILES – PAX8 inh HTS	EWS-Fli inh	FN deposit inh	CFTR F508del cor	GSIS activator	DENV2 CPE	miR122 inh
> COc1ccc(S(=O)(=O)Nc2ccc3c(c2)CC(=O)N([C@@H](C)CO)C[C@H](C)[C@H](CN(C)C(=O)NC2CCCCC2)O3)cc1
    -20	-7	·	-3.9	4	?	4[16.7 µM]
> CN(C)CC(=O)N1CC2(C1)[C@@H](c1ccccc1)[C@H](CO)N2C(=O)C1CC1
    ·	7	-14	-0.3	-9	0	·
> CC(C)(C)C(=O)NC(=S)Nc1cccc(C(=O)O)c1
    -149	-111	6	-1.2	-4	-1	·
> Cc1ccc(S(=O)(=O)N(C)[C@H]2C[C@H]3c4[nH]c5cccc(-c6ccccc6)c5c4CCN3C(=O)[C@H]2[C@H](C)O)cc1
    48	50	5	3.1	-35	-6	·
> CCN(CC)S(=O)(=O)c1ccc(C(C)NCC(=O)Nc2ccccc2C(=O)NC2CC2)cc1 (stereo not drawn)
    4	9	1	2.0	14	-5	-7
> COC(=O)C[C@@H]1CC[C@H]2[C@@H](COC[C@@H](O)CN2C(=O)Nc2cccc(F)c2)O1
    -63	-42	-6	0.8	-3	0	5[16.7 µM]
> C[C@@H]1CCCCO[C@H](CN(C)Cc2ccc(Cl)c(Cl)c2)[C@@H](C)CN([C@H](C)CO)C(=O)c2cc(NC(=O)C3CCCCC3)ccc2O1
    ·	8	·	4.2	-10	1	2[16.7 µM]
> CCCNC(=O)C[C@@H]1CC[C@H]2[C@@H](COC[C@H](O)CN2Cc2cccc(F)c2)O1
    4	11	-1	0.1	-11	-5	2[16.7 µM]
> CC(C)C(=O)Nc1nnc(S(=O)(=O)N2CCCc3ccccc32)s1
    -7	14	-6	1.0	·	-2	-1
> COc1ccc2cc(Br)ccc2c1CC(=O)N(C)C
    23	-4	·	-2.2	13	1	·
> Cc1ccc(C)c(S(=O)(=O)N2CCCOC2CNC(=O)C(=O)NCCc2ccco2)c1 (stereo not drawn)
    20	7	·	0.4	16	-2	3
> CCc1nc(SCC(=O)Nc2ccc(N(C)C)cc2)c2ccccc2n1
    -18	3	1	1.4	4	-5	-4
> FC(F)(F)c1cc(N2CCN(Cc3ccccc3)CC2)c2ccccc2n1
    25	11	-14	2.6	0	-1	·
> Cc1cc(Br)ccc1NC(=O)C1CCN(C(=O)c2ccco2)CC1
    -1	3	7	-3.0	12	3	13
> O=c1[nH]cnc2nc(-c3ccccc3)c(-c3ccccc3)nc12
    10	·	10	·	·	·	-2
> CN1CCN(C(=O)c2ccc3c(c2)N(Cc2cccc(Cl)c2)C(=O)c2ccccc2S3=O)CC1 (stereo not drawn)
    6	1	0	-1.7	5	17	-3
> CCCCNc1nc(Cl)nc(Nc2ccc(C)cc2)n1
    -32	-57	5	-1.5	·	1	0
> CO[C@H]1CN(C)C(=O)c2ccc(NC(=O)C3CC3)cc2OC[C@@H](C)N(C(=O)C2CCOCC2)C[C@H]1C
    -9	-5	4	-1.5	5	0	-1[16.7 µM]
> CS(=O)(=O)N1C[C@@H](O)COC[C@H]2O[C@H](CC(=O)NCCc3ccncc3)CC[C@@H]21
    -4	-9	-4	-2.4	8	-3	5[16.7 µM]
> OC(c1ccc(Cl)cc1)c1ncc(-c2cccc(F)c2)[nH]1 (stereo not drawn)
    5	-4	3	-1.6	-18	-2	·
> C[C@H](CO)N1C[C@H](C)[C@@H](CN(C)Cc2ccc(C(=O)O)cc2)Oc2c(NS(=O)(=O)c3ccc(Cl)cc3)cccc2C1=O
    ·	8	·	-1.2	25	-9	3[16.7 µM]
> COc1ccc(NS(=O)(=O)c2ccc(NC(=S)NC(=O)c3cccc(F)c3)cc2)nn1
    -1	·	3	·	-4	·	-6
> CO[C@@H]1CN(C)C(=O)c2cc(NC(=O)C3CC3)ccc2OC[C@H](C)N(CCc2ccccc2)C[C@H]1C
    20	2	1	-3.9	-20	·	-9[16.7 µM]
> CCS(=O)(=O)Nc1ccc2c(c1)C(=O)N(C)C[C@H](OC)[C@H](C)CN(C(=O)C1CCC1)[C@H](C)CO2
    6	-7	·	1.5	5	8	·
> CCOC(=O)c1nnn(CC(=O)N2N=C(c3cccc4ccccc34)CC2c2ccccc2)c1C(=O)OCC (stereo not drawn)
    25	·	1	·	·	·	1
> C[C@@H]1CN([C@H](C)CO)C(=O)c2cccc(N(C)C)c2O[C@@H]1CN(C)Cc1ccccc1
    3	-5	·	2.8	4	3	2[16.7 µM]
> CCOC(=O)c1c(-c2ccccc2)oc2ccc(OCC(O)CN(C)C)cc12 (stereo not drawn)
    -3	·	-4	-1.6	37	-2	-13
> CCCNC(=O)N1CC2(CN(Cc3ccc(F)cc3)C2)c2c([nH]c3cc(OC)ccc23)[C@H]1CO
    -11	19	·	3.0	-18	7	·
> C[C@@H]1CN([C@@H](C)CO)C(=O)c2cc(-c3cccnc3)cnc2O[C@H]1CN(C)Cc1ccc(-c2ccccc2)cc1
    ·	47	·	-1.9	-38	12	·
> O=C(CSc1nnc(-c2ccc3c(c2)OCO3)o1)Nc1c(F)cccc1F
    -110	-52	5	-1.5	3	-2	·
> CCC(=O)N1CCCCN2[C@@H](CO)[C@H](c3ccc(C#Cc4cccnc4)cc3)[C@@H]2C1
    -20	-1	·	-2.2	-4	1	3[16.7 µM]
> Cc1cccc(NNC(=O)C(=O)NNc2cccc(C)c2)c1
    10	15	0	0.7	6	?	14
